Luc counter – Kinase-Glo luciferase inhibition (counter-screen). Q27757. Kinase-Glo luciferase, ATP luminescence, 8 min. Potency, µM (top dose mostly 38.3 µM), for inactives: at the top dose activity change, negative = inhibition, usual class: inhibitors. 200,000 tested, 0.28% active. AID 1379; further: potency means the concentration at half of the fitted maximal effect; on the % scale 0 is the no-effect control and ±100 the full control effect; nearly all actives have a fitted effect of over 60% in size
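Inhibition of Kinase-Glo luciferase light generation was assessed at 10 uM ATP in pH 7.2 imidazole buffer, with luminescence measured after eight minutes at ambient temperature.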
NPSR antag – blocks cAMP signaling of the human neuropeptide S receptor; CHO-NPSR cells, cAMP TR-FRET, antagonist mode; Q6W5P4; 220,000 tested, 1% active; Potency, µM (highest dose often 38.3 µM), inactives show top-dose activity change, negative = inhibition, most hits filed as inhibitors; further: potency means the concentration at half of the fitted maximal effect; on the % scale 0 is the no-effect control and ±100 the full control effect; nearly all actives have a fitted effect of over 50% in size; many of its hits are not listed in these tables
Target sequence (Q6W5P4 whole entry, looked up): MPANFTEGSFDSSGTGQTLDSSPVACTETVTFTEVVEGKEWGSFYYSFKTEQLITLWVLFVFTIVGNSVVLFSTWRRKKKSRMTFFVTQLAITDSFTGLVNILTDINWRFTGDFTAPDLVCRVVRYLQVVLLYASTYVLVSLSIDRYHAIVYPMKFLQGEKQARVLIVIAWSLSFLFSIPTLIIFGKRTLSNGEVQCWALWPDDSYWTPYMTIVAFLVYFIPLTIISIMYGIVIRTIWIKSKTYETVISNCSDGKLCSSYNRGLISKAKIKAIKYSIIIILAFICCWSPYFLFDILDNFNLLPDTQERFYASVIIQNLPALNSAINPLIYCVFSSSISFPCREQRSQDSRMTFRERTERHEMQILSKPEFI
CBFb-RUNX1 inh – inhibitors of human CBF-beta and RUNX1 interaction; Q01196+Q13951; AlphaScreen CBFb-His/RUNX1-biotin binding, biochemical; Potency, µM (doses to about 59.8 µM), without a hit: at the highest dose activity, negative = inhibition, actives largely listed as inhibitors; 230,000 tested, under 10 active; AID 1477; further: % of control where 0% means no effect
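Bead-based AlphaScreen assay; binding partners His-tagged CBF-beta and biotinylated RUNX1 at 30 nM each. Compound exposure 15 min after a 20-min protein preincubation; bead step 90 min; all steps at room temperature.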
Lamin A splicing – changes lamin A minigene splicing in HeLa cells. Potency, µM (doses to about 46.1 µM), inactives show top-dose ratio change, negative = inhibition, most hits filed as inhibitors. HeLa LMNA splicing GFP/RFP minigene ratio, 48 h. 200,000 tested, 0.01% active. AID 1487; active means well fitted inhibition curve with a large enough effect in the signal ratio, with a control signal flat, not every such curve was filed as active; inconclusive means small, poorly fitted or top-dose-only effect, or effect the other way, or a change in a side signal; the % refers to the signal ratio; further: potency means the concentration at half of the fitted maximal effect; on the % scale 0 is the no-effect control and ±100 the full control effect
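S3 HeLa stable clones carrying a lamin A-EGFP splicing minigene plus DsRed2 were seeded at 600 cells/well in Opti-MEM with 2% FBS, pin-dosed and incubated 48 h at 37°C. Acumen cytometry (488 nm) gave the GFP/RFP total-intensity ratio.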
IMPase Li cell – membrane-permeable IMPase blocker, potentiated with lithium | CHO-M1 cells, IP1 TR-FRET (IP-One), carbachol + lithium | Potency, µM (titrated, usually from 59.4 µM), for the others: top-dose activity, negative = IMPase inhibition, actives largely listed as inhibitors | 210,000 tested, 0.35% active | AID 1457;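 further: IP1 builds up when IMPase is blocked and the TR-FRET signal falls; potency means the concentration at half of the fitted maximal effect; plate controls were basal vehicle for no effect and high inhibitor control for full effect; nearly all actives have a fitted effect of over 50% in size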
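Lithium-sensitised IP1 accumulation assay; M1-expressing CHO cells treated 30 min at 37C with compound. Competitive antibody detection by time-resolved FRET followed a 10 min room-temperature lysis step.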
GLA spleen mod – inhibitors or activators of human alpha-galactosidase in spleen homogenate | P06280 | human spleen homogenate, 4MU-alpha-Gal fluorescence, 40 min | Potency, µM (highest dose often 80 µM), for the others: top-dose activity change, negative = inhibition, usual class: inhibitors | 240,000 tested, 0.008% active | AID 2107;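 further: potency means the concentration at half of the fitted maximal effect; 0% = enzyme with vehicle and -100% = no enzyme basal signal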
Target sequence (P06280 32-429 limits assumed): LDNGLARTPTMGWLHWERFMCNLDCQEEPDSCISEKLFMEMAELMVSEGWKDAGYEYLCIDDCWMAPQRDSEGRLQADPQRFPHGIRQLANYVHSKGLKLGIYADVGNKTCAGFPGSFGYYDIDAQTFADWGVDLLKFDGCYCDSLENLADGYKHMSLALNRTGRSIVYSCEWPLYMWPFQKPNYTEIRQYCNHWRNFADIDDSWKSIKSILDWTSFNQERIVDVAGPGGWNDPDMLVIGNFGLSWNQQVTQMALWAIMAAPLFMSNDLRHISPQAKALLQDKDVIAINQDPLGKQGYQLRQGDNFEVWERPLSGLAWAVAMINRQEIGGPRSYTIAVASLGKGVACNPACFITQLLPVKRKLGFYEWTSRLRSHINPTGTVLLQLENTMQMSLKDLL
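qHTS titration in buffer at pH 5.0. Alpha-galactosidase activity in spleen homogenate was measured via 4-methylumbelliferone release from 1 mM fluorogenic substrate after 40 min at 37C and a pH 10 stop. AC50 came from Hill fits of control-normalized data.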
Epigenetic derep – regulators of epigenetic silencing causing reporter derepression in mouse cells. murine LDR cells, GFP reporter derepression, 30 h. Potency, µM (series often up to 53.9 µM), for the others: at the top dose GFP activation, most hits filed as activators. 280,000 tested, 0.2% active; further: potency means the concentration at half of the fitted maximal effect; % of control where 0% means no effect; nearly all actives have a fitted effect of over 60% in size
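Readout is the number of GFP-expressing murine LDR cells, counted by cytometry following washing. Cells were treated with compound for 30 h at 37 C; the stably integrated CMV-GFP locus is normally silent.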
Starred values were filed as active, the others as inactive; u = inconclusive; x = not tested or not shown; [ ] = another dose, or the depositor's remark. Unless noted, the call rests on the fitted dose curve; in most records, active means well fitted curve in the direction sought with a large enough effect; inconclusive means small, poorly fitted or top-dose-only effect, or another doubt; inactive means no such curve, though single readings can be large; an effect the other way counts as inactive or inconclusive. A portion of the library; the hit share may differ from the screen's.

SMILES	Luc counter	NPSR antag	CBFb-RUNX1 inh	Lamin A splicing	IMPase Li cell	GLA spleen mod	Epigenetic derep
Cn1nnnc1SCCNCc1ccccc1F	-3%	3%[46.1 µM]	3%	-8%	28%[38.3 µM]	5%	-0.1%
O=C1NC(=O)/C(=C/C(=O)N2CCOCC2)S1	2%	0%	4%	-10%[46 µM]	-1%	3%	-2.3%
O=C(NCCc1ccccc1)C(c1ccncc1)N(C(=O)c1csnn1)C1CC1 (stereo not given)	1%	0%[46.1 µM]	8%	-10%	1%	10%	0.0%
Cc1nn(CC(=O)OCC(=O)Nc2c(C(C)C)cccc2C(C)C)c(C)c1[N+](=O)[O-]	-1%	17%	-2%	-7%	-1%	-6%	-1.0%
CC(C)(C)NC(=O)CN(c1cccc([N+](=O)[O-])c1)S(=O)(=O)c1ccccc1	1%	-16%	-1%	6%[46 µM]	1%	3%	10%
Cc1noc(C)c1C(=O)N1CCC2(CCN(Cc3ccccc3)CC2)CC1	1%	x	x	x	26%	-3%	x
Cc1n[nH]c(C)c1Cc1ccc(C(=O)O)cc1	-2%	-1%[46.1 µM]	9%	u	-7%	6%	1.8%
CC(C)NS(=O)(=O)c1ccc(CCC(=O)NCc2cccnc2)cc1	-1%	10%[46.1 µM]	5%	5%	-3%[38.3 µM]	1%	0.0%
Cc1ccc(NC(=O)COC(=O)C(NS(=O)(=O)c2ccc(Cl)cc2)C(C)O)c(Br)c1 (stereo not given)	-3%	8%	3%	15%	3%	-6%	1.3%
c1ccc(CCCNCC2COc3ccccc3O2)cc1 (stereo not given)	2%	2%	9%	x	-7%	-2%	1.1%
COCCN(C(=S)Nc1c(C)cccc1C)C(C)c1ccco1 (stereo not given)	x	-2%	4%	x	x	6%	-1.6%
COc1cc(/C=C/C(=O)OCC(=O)Nc2ccc3c(c2)OCCO3)ccc1O	6%	2%	12%	-20%	5%	-7%	1.1%
O=C(NC1CCCC1)C1CCN(S(=O)(=O)c2cccc3cccnc23)CC1	-1%	2%[46.1 µM]	2%	8%[0.0737 µM]	-12%[38.3 µM]	2%	0.0%
Cc1cc(=O)n2nc(N3CCCC(C(=O)N4CCc5ccccc54)C3)sc2n1 (stereo not given)	-2%	-2%[46.1 µM]	8%	5%	45%[activator][38.3 µM]	2%	1.7%
Nc1ncnc(Sc2ncccn2)c1[N+](=O)[O-]	1%	-22%	2%	u	0%	-7%	u
Cc1ccccc1Cn1ccc(NC(=O)c2onc(C)c2Cl)n1	1%	-6%[46.1 µM]	2%	u	11%	-9%	-1.0%
Cc1cc(C)c(S(=O)(=O)NCc2ccncc2)c(C)c1	-2%	0%[46.1 µM]	3%	u	43%[activator][38.3 µM]	8%	-0.1%
O=C1CSC(c2ccccc2F)N1c1ccccc1 (stereo not given)	-1%	9%[46.1 µM]	-5%	-8%	-3%	-2%	2.4%
CCOC(=O)C1=NN(c2ccccc2)C2(S1)SC(C(C)=O)=C(C)N2c1ccccc1 (stereo not given)	-2%	u	u	6%	35%[38.3 µM]	3%	3.5%
O=C(N/N=C/c1cc(Br)cs1)c1ccccc1[N+](=O)[O-]	0%	0%	-5%	u	-4%	-5%	-1.1%
CCOc1ccc(-c2n[nH]c(C)c2Oc2ccccc2OC)c(O)c1	0%	u	-5%	u	4%[38.3 µM]	1%	-2.9%
CCCCC1C(=O)N(c2ccccc2)N(c2ccc(O)cc2)C1=O (stereo not given)	-2%	x	17%	x	12%	-1%	u
O=C(Nc1cccc(Cl)c1Cl)C1CC(=O)N(c2ccc(Br)cc2)C1 (stereo not given)	3%	-11%	5%	u	18%	9%	18%
O=C(O)C1NCCc2ccccc21 (stereo not given)	2%	u	9%	0%	3%[38.3 µM]	4%	-0.2%
c1ccc(Cn2nnc3c(NCC4CCCO4)nc(C4CC4)nc32)cc1 (stereo not given)	1%	-23%	1%	-9%[46 µM]	7%	-3%	-1.5%
O=C(CC(C(=O)O)P(=O)(c1ccccc1)c1ccccc1)c1ccccc1 (stereo not given)	-4%	5%	6%	20%[46 µM]	-3%	-4%	3.4%
COc1ccc(-n2c(SCC(=O)N3CCCCC3)nnc2-c2cccnc2)cc1	0%	-10%[46.1 µM]	1%	-3%	22%[38.3 µM]	3%	-0.8%
NC1=NC2(CCCCC2)N(c2ccc(F)cc2)C(N)=N1	3%	0%[46.1 µM]	-4%	-7%	-4%	3%	-1.0%
Cc1c(-c2ccc(/C=N/NC(=O)C(=O)Nc3ccccc3F)o2)cccc1[N+](=O)[O-]	x	11%	5%	x	x	-5%	0.2%
Cc1ccc(C)c(NC(=O)c2cc(-c3cccnc3)nc3ccccc23)c1	-4%	-44%	-4%	u	9%	-2%	8.6%
Cc1nn(Cc2ccc(F)cc2)c(C)c1NC(=O)c1nn(C)cc1Cl	-3%	8%[46.1 µM]	-1%	-11%	-4%	6%	-1.2%
CCc1ccc(NC(=O)Cn2c(=O)n(CCC(=O)NC3CCN(Cc4ccccc4)CC3)c(=O)c3ccccc32)cc1	x	4%	21%	x	x	11%	2.2%
CCN(CC)CCCNCC(=O)Nc1cc(C)on1	1%	8%	-3%	-6%[46 µM]	5%	-2%	-5.1%
COCCN(C(=O)Nc1ccc(OC)cc1OC)C1CCN(C(C)=O)CC1	1%	5%[46.1 µM]	1%	2%	0%[38.3 µM]	-4%	-1.2%
O=C(Nc1cccc2ccccc12)C12CC3CC(C1)CC(n1cnc([N+](=O)[O-])n1)(C3)C2	-4%	-19%[46.1 µM]	-2%	u	30%[38.3 µM]	-8%	9.7%
COCC(=O)Nc1ccc(OCc2ccccc2)cc1	-2%	16%	4%	u	-15%	5%	0.0%
CCOc1cc(NC(=S)NCCCN2CCOCC2)c(OCC)cc1NC(=O)c1cccs1	-3%	0%	-11%	x	9%	3%	2.0%
O=[N+]([O-])c1ccc(O)c(Nc2ncnc3ccccc23)c1	-2%	12%	3%	x	-8%	3%	-1.3%
O=C(COc1ccc2ccccc2c1)Nc1cccc(C(=O)Nc2ccccc2C(=O)O)c1	0%	-5%	-11%	u	0%	9%	-0.9%
CSc1c(C#N)c(N)nc2sc(C(=O)c3ccccc3)c(N)c12	x	-34%	2%	x	x	-8%	u

3 compounds from above, arranged by the number in CBFb-RUNX1 inh, largest number first:
molecule,CBFb-RUNX1 inh
O=C(Nc1cccc(Cl)c1Cl)C1CC(=O)N(c2ccc(Br)cc2)C1 (stereo not given),5%
Cc1nn(Cc2ccc(F)cc2)c(C)c1NC(=O)c1nn(C)cc1Cl,-1%
O=C(COc1ccc2ccccc2c1)Nc1cccc(C(=O)Nc2ccccc2C(=O)O)c1,-11%

(more compounds)
SMILES	Luc counter	NPSR antag	CBFb-RUNX1 inh	Lamin A splicing	IMPase Li cell	GLA spleen mod	Epigenetic derep
Cc1nnc(-c2cnn(C)c2N)n1Cc1ccccc1F	-3%	-1%[46.1 µM]	0%	-8%	31%[38.3 µM]	5%	0.1%
Cn1cc(-c2nc3cncnc3n(-c3ccccc3)c2=O)c2ccccc21	x	x	x	-16%	11%	16%	x
Oc1[nH]c2c(Cl)cc(Cl)cc2c1N=NC(=S)NCC1CCCO1 (stereo not given)	5%	-26%[46.1 µM]	-4%	u	12%	1%	u
Cc1cccc(N(CC(=O)NC(C)(C)C)C(=O)CS(=O)CC(=O)Nc2ccc3c(c2)OCO3)c1 (stereo not given)	3%	9%	6%	x	-5%	1%	-4.0%
CCCCc1ncc(CN2CCC(CC3CCCCO3)(C(=O)OCC)CC2)[nH]1 (stereo not given)	0%	1%	0%	x	14%	-4%	-6.4%
c1ccc(-c2nnc(-c3ccccc3)o2)cc1	-22%	-16%[46.1 µM]	5%	-4%	1%[38.3 µM]	8%	-2.3%
CC(=O)Nc1nc(-c2ccccc2)nc(C)c1C(C)=O	-1%	21%[46.1 µM]	6%	u	24%[38.3 µM]	4%	0.9%
O=S(=O)(c1ccc(S(=O)(=O)n2cnc3ccccc32)cc1)N1CCCCCC1	1%	-10%[46.1 µM]	-1%	8%	2%[38.3 µM]	5%	0.7%
O=C(O)/C=C/C(=O)Nc1ccc(Cc2ccc(NC(=O)/C=C/C(=O)O)cc2)cc1	x	20%	3%	x	x	-3%	1.1%
COc1ccccc1N(CC(=O)N/N=C(\C)c1cccc(Br)c1)S(C)(=O)=O	15%	-6%	-4%	2%	-18%	2%	2.2%
COCCCn1c(=O)/c(=C\c2ccccc2OC(C)C)s/c1=C(/C#N)C(=O)Nc1ccc(C(=O)O)cc1	x	u	0%	x	x	3%	u
CCC(=O)N(Cc1ccc(S(N)(=O)=O)cc1)C1CC(=O)N(c2ccc(OC)cc2)C1=O (stereo not given)	4%	-1%[46.1 µM]	6%	-1%	51%[activator][38.3 µM]	-10%	9.5%

An excerpt from above with just IMPase Li cell and NPSR antag.
| canonical_smiles | IMPase Li cell | NPSR antag |
| --- | --- | --- |
| Cn1cc(-c2nc3cncnc3n(-c3ccccc3)c2=O)c2ccccc21 | 11% | x |
| Oc1[nH]c2c(Cl)cc(Cl)cc2c1N=NC(=S)NCC1CCCO1 (stereo not given) | 12% | -26%[46.1 µM] |
| CCC(=O)N(Cc1ccc(S(N)(=O)=O)cc1)C1CC(=O)N(c2ccc(OC)cc2)C1=O (stereo not given) | 51%[activator][38.3 µM] | -1%[46.1 µM] |
| Cc1cccc(N(CC(=O)NC(C)(C)C)C(=O)CS(=O)CC(=O)Nc2ccc3c(c2)OCO3)c1 (stereo not given) | -5% | 9% |
| CCCCc1ncc(CN2CCC(CC3CCCCO3)(C(=O)OCC)CC2)[nH]1 (stereo not given) | 14% | 1% |
| O=S(=O)(c1ccc(S(=O)(=O)n2cnc3ccccc32)cc1)N1CCCCCC1 | 2%[38.3 µM] | -10%[46.1 µM] |
| CC(=O)Nc1nc(-c2ccccc2)nc(C)c1C(C)=O | 24%[38.3 µM] | 21%[46.1 µM] |

Part of the list above in order of formula weight, ascending:
SMILES	Luc counter	NPSR antag	CBFb-RUNX1 inh	Lamin A splicing	IMPase Li cell	GLA spleen mod	Epigenetic derep
O=[N+]([O-])c1ccc(O)c(Nc2ncnc3ccccc23)c1	-2%	12%	3%	x	-8%	3%	-1.3%
Cc1ccc(C)c(NC(=O)c2cc(-c3cccnc3)nc3ccccc23)c1	-4%	-44%	-4%	u	9%	-2%	8.6%
Cc1ccc(NC(=O)COC(=O)C(NS(=O)(=O)c2ccc(Cl)cc2)C(C)O)c(Br)c1 (stereo not given)	-3%	8%	3%	15%	3%	-6%	1.3%

Assay outcomes from PubChem BioAssay.
